# GIRK2 activator: GIRK2 channel activators by thallium flux | HEK293 GIRK2/NPY4 cells, thallium flux fluorescence | 34,000 tested, under 10 active | activation (% efficacy), % for hits at 37.5 µM | AID 1259324 | P48051;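 active = primary screen hit, no activity in plain HEK293 cells, and in GIRK2-only cells above 5% efficacy rising with concentration; inactive = the rest, including fluorescent compounds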;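 note: efficacy is normalized control-subtracted fluorescence 15 s after thallium addition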
# Target sequence (P48051 whole entry, looked up): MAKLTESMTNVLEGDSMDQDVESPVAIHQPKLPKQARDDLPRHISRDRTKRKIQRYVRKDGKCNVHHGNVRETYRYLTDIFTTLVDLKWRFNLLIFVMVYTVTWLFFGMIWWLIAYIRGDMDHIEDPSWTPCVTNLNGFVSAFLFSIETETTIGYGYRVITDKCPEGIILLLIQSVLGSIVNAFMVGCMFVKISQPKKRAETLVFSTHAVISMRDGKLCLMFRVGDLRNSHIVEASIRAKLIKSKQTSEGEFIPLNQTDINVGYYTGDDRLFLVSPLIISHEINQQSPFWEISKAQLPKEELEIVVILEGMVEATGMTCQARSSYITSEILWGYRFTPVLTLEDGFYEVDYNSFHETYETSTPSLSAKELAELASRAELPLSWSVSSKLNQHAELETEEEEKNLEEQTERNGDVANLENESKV
# Calls only; i = inactive.
molecule | GIRK2 activator
CCCNC(=O)C(=O)NCC1CCN(Cc2cccs2)CC1 | i
Cc1cc(C)c(C)c(S(=O)(=O)NCCCN2CCOC(c3ccccc3)C2)c1C (stereo not drawn) | i
CC(=O)Nc1ccc(NC(=O)CN(Cc2ccc(Cl)cc2)S(=O)(=O)c2cccnc2)cc1 | i
Cc1ccc(CS(=O)(=O)NCC2CCN(C(C)C)CC2)cc1 | i
COC(=O)c1ccc2c(=O)n(CCCN3CCN(c4ccccc4F)CC3)c(=S)[nH]c2c1 | i
Cc1ccccc1C(=O)NCCOc1ccc(F)cc1 | i
COc1ccc(CCn2c(SCc3ccccc3)nc3c2c(=O)[nH]c(=O)n3C)cc1 | i
CCOc1cc(S(=O)(=O)Nc2ccccc2C(=O)O)ccc1F | i
CCc1ccc(S(=O)(=O)Nc2cc(-c3ccccc3)nn2C2CCS(=O)(=O)C2)cc1 (stereo not drawn) | i
O=S(=O)(NCC1CCN(Cc2ccco2)CC1)c1ccccc1Cl | i
O=C(Cc1ccc(F)cc1)Nc1nnc(C2CCCCC2)o1 | i
CCCCn1c2c(=O)n(C)c(=O)n(C)c2n2c(-c3ccc(OCC)cc3)nnc12 | i
Cc1ccc(/C=C/S(=O)(=O)NC2CC(=O)N(C)C2)cc1 (stereo not drawn) | i
Cc1cc(C)n(-c2cc(NCCNC(=O)Nc3cccc(C(F)(F)F)c3)ncn2)n1 | i
COC(=O)c1ccc(CSc2ncc(CO)n2Cc2ccc(C)cc2)cc1 | i

# Overlap with the part before: 4 compounds; new compounds follow.
molecule | GIRK2 activator
CCCCn1c2c(=O)n(C)c(=O)n(C)c2n2c(-c3ccc(OCC)cc3)nnc12 | i
Cc1ccc(/C=C/S(=O)(=O)NC2CC(=O)N(C)C2)cc1 (stereo not drawn) | i
Cc1cc(C)n(-c2cc(NCCNC(=O)Nc3cccc(C(F)(F)F)c3)ncn2)n1 | i
COC(=O)c1ccc(CSc2ncc(CO)n2Cc2ccc(C)cc2)cc1 | i
CCc1ccc(N2C(=O)C3N=NN(Cc4ccccc4F)C3C2=O)cc1 (stereo not drawn) | i
COc1ccc(Cl)cc1C(=O)NCCNC(=O)c1ccc(NC(=O)C(C)C)cc1 | i
O=C(CCSc1ccccc1)NCC1(c2cccs2)CCOCC1 | i
COc1cccc(NC(=O)CCc2sc(C)nc2-c2cccs2)c1 | i
COc1ccc(CNC(=O)C(=O)Nc2ccc(C(N)=O)cc2)cc1 | i
COc1ccccc1OCC(=O)NCCS(=O)(=O)N1CCN(c2ccccn2)CC1 | i
O=C(NCCOc1ccc2nnc(-c3ccccc3Cl)n2n1)c1ccc(F)c(F)c1 | i
Cc1cc(C)c(C#N)c(SCCC(=O)Nc2nc(-c3ccccc3)ns2)n1 | i
COc1cc(-c2noc(Cn3c(=O)n(-c4ccccc4)c(=O)c4sccc43)n2)cc(OC)c1OC | i
O=S(=O)(/C=C/c1ccccc1)N1CCN(c2ccc3nnc(-c4ccco4)n3n2)CC1 | i
CCn1nnc2c(SCC(=O)Nc3ccc(C)cc3)ncnc21 | i
CN(C(=O)COc1ccc(F)cc1)C1(C)CCS(=O)(=O)C1 (stereo not drawn) | i
O=C(NCC1(O)CCCC1)Nc1ccccc1Cl | i
CCOc1ccccc1NC(=O)Cc1csc(NC(=O)c2ccc[nH]c2=O)n1 | i
Cc1noc(CNC(=O)C2CCN(S(=O)(=O)c3cc(C)c(Cl)cc3Cl)CC2)n1 | i
COc1ccc(CNC(=O)c2ccc(NC(=O)Cn3c(C)cc(C)c(C#N)c3=O)cc2)c(OC)c1 | i
COc1ccc(Cl)cc1NC(=O)Cn1nc(C)cc1C | i
Cn1c(=O)c2c(nc(Nc3cccc(Cl)c3)n2CC(=O)O)n(C)c1=O | i
COc1ccc(NC(=O)C(=O)NCC2CCN(Cc3cc(C)oc3C)CC2)cc1Cl | i
O=C(CCC(=O)N1CCC(C(=O)Nc2nccs2)CC1)c1ccccc1 | i
Cc1ccc(-c2cc3c(=O)n(Cc4nc(-c5ccccc5Cl)no4)ccn3n2)cc1C | i
Cc1cc(NC(=O)C2CCCN2S(=O)(=O)c2ccc(Cl)s2)on1 (stereo not drawn) | i
CC(C)OCCCNC(=O)C(=O)NC(C)c1ccccc1 (stereo not drawn) | i
O=C(CCC1CCCCC1)NCCn1ncc2c(N3CCCCC3)ncnc21 | i
COc1ccc(S(=O)(=O)c2cnc(SCC(=O)Nc3cc(Cl)ccc3C)[nH]c2=O)cc1 | i
COc1ccc(C)c2sc(N(CCCN3CCOCC3)C(=O)c3ccnn3C)nc12 | i
CCC(C)(C(=O)NC1CCCCC1)N(Cc1ccco1)C(=O)c1ccc(=O)[nH]c1 (stereo not drawn) | i
Cc1ccc(S(=O)(=O)NCCOc2ccc(-c3ccc(F)cc3)nn2)cc1C | i
Cc1cccc(CC(=O)N(CCc2ccccc2)Cc2ccccn2)c1 | i
CC(=O)N1c2ccc(S(=O)(=O)N3CCN(c4ccc5nncn5n4)CC3)cc2CC1C (stereo not drawn) | i
CN1CCN(C(CNS(=O)(=O)c2ccc3c(c2)OCCO3)c2ccc(F)cc2)CC1 (stereo not drawn) | i
COc1ccc(C(=O)NCC(c2ccc(C)cc2)N2CCOCC2)c(OC)c1 (stereo not drawn) | i
O=C(NCCN1CCC(c2cccs2)CC1)C(=O)NCC1CCCO1 (stereo not drawn) | i
CS(=O)(=O)NCC1CCN(Cc2ccsc2)CC1 | i
Cc1ccc(-c2cc(CC(=O)NCCCc3ccccc3)no2)cc1 | i
O=C(CS(=O)(=O)c1ccc(Cl)s1)Nc1cc(F)ccc1F | i
COc1cc(-c2ccc(SCC(=O)NCc3ccccc3Cl)nn2)cc(OC)c1OC | i
Cn1c(=O)c2c(ncn2CC(=O)Nc2cc(-c3ccco3)nn2CCO)n(C)c1=O | i
CCOC(=O)C1CCN(C(=O)c2csc(Nc3ccccc3)n2)CC1 | i
CC(C)(C)c1cc(NC(=O)C2CN(C(=O)COc3ccccc3F)C2)on1 | i
Cc1cc(Cl)ccc1NC(=O)Cc1nnc(-c2ccsc2)o1 | i
O=C(NCc1n[nH]c(=O)c2ccccc12)c1cccs1 | i
O=C(CSc1nnc(CCn2ccc(=O)[nH]c2=O)o1)N1CCc2ccccc2C1 | i
CCOc1ccc(-c2cn(-c3ccc(C)cc3)c(=S)[nH]2)cc1 | i
COc1ccc(CC(=O)NCCNC(=O)c2ccc(NC(=O)C(C)C)cc2)cc1 | i
COc1cccc(CNC(=O)C2CN(C(C)=O)C2)c1 | i
Cn1cccc1C(CNS(=O)(=O)c1ccccc1Cl)N1CCCC1 (stereo not drawn) | i
CN1CCN(n2c3c(c(SCC(=O)Nc4ccccc4[N+](=O)[O-])nc2=O)CCC3)CC1 | i
COc1ccc(Cl)cc1NC(=O)N(Cc1cccs1)Cc1cccn1C | i
COc1cccc(NC(=O)NCCn2nc(-c3cccs3)ccc2=O)c1 | i
COc1ccc(CC(=O)NCCS(=O)(=O)N2CCN(c3ccccn3)CC2)cc1OC | i
O=C(Cc1cc(-c2ccco2)on1)NCCC(c1ccccc1)c1ccccc1 | i
Cc1nnc(NC(=O)C2CCN(C(=O)NC3CC3)CC2)s1 | i
COc1ccc2nc(-c3ccc(C)c(NS(=O)(=O)c4cc(C)ccc4OC)c3)cn2n1 | i
O=C(Nn1cnc2c(cnn2-c2ccccc2)c1=O)c1ccc(S(=O)(=O)N2CCCC2)cc1 | i
Cn1nnc2c(N3CCN(C(=O)Nc4cccc(C(F)(F)F)c4)CC3)ncnc21 | i
CCOC(=O)c1ccc(NC(=O)CCl)cc1 | i
CCn1ccc(C(=O)Nc2nnc(C3CCCCC3)o2)n1 | i
Cc1cccn2c(=O)c3cc(C(=O)NCCC(C)C)n(Cc4ccccc4)c3nc12 | i
Cc1ccc(NC2C=CS(=O)(=O)C2)c(C)c1 (stereo not drawn) | i

# The list goes on:
molecule | GIRK2 activator
COc1ccc(-c2nnc(NC(=O)C3CCCN3S(C)(=O)=O)o2)c(OC)c1 (stereo not drawn) | i
Cc1cc(NC(=O)CS(=O)(=O)c2ccc(Cl)cc2)on1 | i
COCCCNC(=O)c1nn(-c2ccc(F)cc2)cc1OC | i
CN1CCN(C(=O)c2ccc(Cl)cc2)CC1 | i
COc1ccc(S(=O)(=O)N2CCC(C(=O)Nc3cc(C)cc(C)c3)CC2)cc1 | i
Cc1c(-c2ccccc2)c(=O)oc2c3c(ccc12)OCN(CCN1CCOCC1)C3 | i
O=C(NCc1ccccc1F)c1ccc2c(=O)n3c(nc2c1)SCCC3 | i
COCC(C)(O)CNC(=O)C1CC(=O)N(c2cccc(OC)c2)C1 (stereo not drawn) | i
CC(O)(CNC(=O)C12CC3CC(CC(C3)C1)C2)c1ccccc1 (stereo not drawn) | i
Cn1cccc1C(CNC(=O)C(=O)Nc1ccc2c(c1)OCO2)N1CCCCCC1 (stereo not drawn) | i
Cc1ccc(C)c2sc(NC(=O)C3CCCN(S(C)(=O)=O)C3)nc12 (stereo not drawn) | i
Cc1cc(C)n(-c2cc(NCCNC(=O)Nc3ccc(F)cc3F)ncn2)n1 | i
CC(C)(C)OC(=O)N1CC2CC1C(=O)O2 (stereo not drawn) | i
COc1cccc(C(=O)NNC(=O)c2ccc(=O)n(Cc3ccccc3)c2)c1 | i
Fc1cccc(Cl)c1Cn1c(CN2CCCC2)nc2ccccc21 | i

# Sorted by SMILES length (descending): some entries from above.
molecule | GIRK2 activator
COc1cccc(C(=O)NNC(=O)c2ccc(=O)n(Cc3ccccc3)c2)c1 | i
Cc1ccc(C)c2sc(NC(=O)C3CCCN(S(C)(=O)=O)C3)nc12 (stereo not drawn) | i
CC(O)(CNC(=O)C12CC3CC(CC(C3)C1)C2)c1ccccc1 (stereo not drawn) | i

# (list continues)
molecule | GIRK2 activator
Cc1cccc(OCC(=O)Nc2ccc3c(c2)N(C(=O)c2cccs2)CC3)c1 | i
O=C(CC(c1ccccc1)c1ccccc1)Nn1cnc2c(cnn2-c2ccccc2)c1=O | i
COc1ccc(NC(=O)CSc2ncc(-c3ccc(F)cc3)o2)c(OC)c1 | i
Cc1nc(OC(C)C)cc(N2CCN(S(=O)(=O)c3ccccc3F)CC2)n1 | i
Cc1cc(C)c(S(=O)(=O)NCCOc2ccc(-c3ccccc3)nn2)c(C)c1 | i
C=CCCCNC(=O)OC(C)(C)C | i
Cc1nn2c(-n3ccnc3)cc(-c3ccccc3)nc2c1-c1ccccc1 | i
CCn1ccnc1N1CCN(C(=O)C2(c3ccc(Cl)cc3)CCCC2)CC1 | i
COCCNC(=O)Cc1ccc(NS(=O)(=O)c2ccccc2Cl)cc1 | i
O=C(Cn1c(=O)c2sccc2n(Cc2ccccc2F)c1=O)NCCc1ccccc1 | i
COc1ccc(CCC(=O)NCCn2ncc3c(N4CCCC4)ncnc32)cc1 | i
Cn1cccc1C(CNS(=O)(=O)c1cc(F)ccc1F)N1CCOCC1 (stereo not drawn) | i
CCOCCn1c(=O)c2c(nc3n(C(C)C)c(C)c(C)n23)n(C)c1=O | i
O=C(CCS(=O)(=O)c1ccccc1)Nc1sccc1-c1nc2ccccc2s1 | i
O=C(Nc1cccc([N+](=O)[O-])c1)c1ccc(=O)n(Cc2ccccc2F)c1 | i
CS(=O)(=O)N1CCC(C(=O)Nc2ccc(S(N)(=O)=O)cc2)CC1 | i
Cn1nc(NC(=O)Cc2noc3ccccc23)c2c1NC(=O)CC2c1ccco1 (stereo not drawn) | i
O=C(c1ccc2nsnc2c1)N(Cc1ccsc1)Cc1ccccn1 | i
Cc1ccc(C)c(NC(=O)C(=O)NCCOc2ccc(F)cc2)c1 | i
CCS(=O)(=O)N1CCCc2cc(NC(=O)NCCc3ccc(OC)cc3)ccc21 | i
CN1CCN(n2c3c(c(SCC(=O)NCc4ccc5c(c4)OCO5)nc2=O)CCC3)CC1 | i
CC1CCN(c2ccc(N3CCN(C(=O)c4ccco4)CC3)nn2)CC1 | i
O=C(NCC1CCN(C(=O)c2ccccc2F)CC1)c1cccc(C(F)(F)F)c1 | i
CCOc1ccc(-c2nc(C(N)=O)c3[nH]c(=O)n(-c4cccc(OC)c4)c3n2)cc1 | i
COc1ccc(C(CNC(=O)C(=O)NC2CCCC2)N2CCOCC2)cc1 (stereo not drawn) | i
Cc1ccc2c(=O)c(-c3nc(-c4ccccc4C)no3)cn(CC(=O)NCc3ccccc3Cl)c2n1 | i
Cc1cccc(-n2nnc(C(=O)NC3CCCCC3)c2N)c1 | i
COCCNC(=O)c1ccc2c(=O)n(-c3cc(C)cc(C)c3)c(SCC#N)nc2c1 | i
CCOc1ccc(N(Cc2ccccc2)S(=O)(=O)c2ccc3nncn3c2)cc1 | i
Cc1cc(=O)[nH]c(-n2nc(C)c(CCC(=O)NCCN3CCOCC3)c2C)n1 | i
CN1CCN(c2ccc(-c3ccc(NC(=O)Nc4ccccc4F)cc3)nn2)CC1 | i
COc1ccc(/C=C/C(=O)Nc2c(C)cccc2C(C)C)c(OC)c1 | i
CC(=O)Nc1cccc(NC(=O)CSc2nc(=O)n(CCO)c3c2CCCC3)c1 | i
COCCN1CCC(CNC(=O)C(=O)Nc2ccc(C)c(C)c2)CC1 | i
Cc1cccc(-n2nc3c(c2-n2cccc2)CN(C(=O)c2snnc2C)C3)c1 | i
Cc1cc(=O)[nH]c(-n2nc(C3CC3)cc2NC(=O)CC(C)(C)C)n1 | i
Cc1nn(C(=O)c2ccc(Cl)cc2)c(C)c1NC(=O)c1ccc(Cl)cc1 | i
COc1nn(C)cc1-c1nnc(SCC(=O)NCc2ccccc2Cl)n1C | i
Cc1ccc(Nc2ccc(NS(=O)(=O)c3ccccc3C(F)(F)F)cc2)nn1 | i
Cc1cc(=O)[nH]c(-n2nc(C)c(CCC(=O)NCCC3=CCCCC3)c2C)n1 | i
CCOC(=O)CCC(=O)NCCc1ccsc1 | i
CCOc1ccc2ccccc2c1C(=O)N1CCN(C(=O)c2cnn3ccccc23)CC1 | i

# Screening data as filed in PubChem BioAssay.

# Not all compounds are listed (hit frequency here may not be typical).
